EBI2 block – blocks human EBI2 receptor beta-arrestin signaling; EBI2 beta-arrestin recruitment, luminescence, 7a,25-OHC stimulated; inhibition, % at 5 µM; actives 0.81% (n = 360,000); in the data active = inhibition above about 38%;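 note: enzyme fragment complementation signal reports receptor beta-arrestin coupling in cells; 0% = agonist plus DMSO wells and 100% = wells without agonist; some results beyond the cut were filed as inactive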
CCR6 antag – antagonists of human CCR6 receptor; actives 0.49% (n = 340,000); inhibition, % at 20 µM; P51684; CHO-K1 CCR6 PathHunter beta-arrestin, luminescence, CCL20-stimulated;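 active = compounds whose inhibition of the agonist-driven luminescence signal at 20 µM reaches about 50%, limit read from the data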;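 note: cells stimulated with CCL20 at 14 nM final; plate controls were DMSO with CCL20 for no effect and DMSO without agonist for full effect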
Target sequence (P51684 whole entry, looked up): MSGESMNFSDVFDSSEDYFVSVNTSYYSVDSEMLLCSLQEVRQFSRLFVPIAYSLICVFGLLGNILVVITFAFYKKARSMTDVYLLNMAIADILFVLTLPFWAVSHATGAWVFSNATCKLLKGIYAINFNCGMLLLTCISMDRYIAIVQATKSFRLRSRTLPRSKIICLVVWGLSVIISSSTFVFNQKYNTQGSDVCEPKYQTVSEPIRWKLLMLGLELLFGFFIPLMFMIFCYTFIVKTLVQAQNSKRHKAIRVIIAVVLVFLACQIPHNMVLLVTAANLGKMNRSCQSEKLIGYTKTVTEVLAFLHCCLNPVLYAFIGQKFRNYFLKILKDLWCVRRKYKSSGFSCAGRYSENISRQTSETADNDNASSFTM
APJ antagonist – APJ receptor antagonism | P35414 | inhibition, % at 20 µM | actives 0.32% (n = 330,000) | CHO-K1 APJ beta-arrestin complementation, luminescence;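 active = inhibition above about 40% at 20 µM, limit read from the data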;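 note: cells challenged with 10 nM apelin-13 agonist together with compound; plate controls were apelin-13 plus DMSO wells for no effect and DMSO wells lacking apelin-13 for full effect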
APJ agonist – APJ receptor agonism | actives 0.11% (n = 330,000) | CHO-K1 APJ PathHunter beta-arrestin, luminescence; 0% DMSO wells, 100% apelin | P35414 | AID 2520 | activation, % at 20 µM;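 active = activation more than six SD over the plate average, tested at 20 µM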;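 note: 0% = DMSO alone and 100% = apelin-13 at 10 nM; some results filed as inactive read as strong as hits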
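system = engineered CHO-K1 APJ arrestin reporter cells | input = 1000 cells per well | timing = overnight seeding, 90 min compound at 25 °C, 1 h detection | measured by = enzyme-fragment complementation luminescence | read-out = beta-arrestin recruitment to APJ as agonist activity, luminescent signal | control set = negative DMSO alone, positive Apelin-13 at 10 nM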
UBC13 polyUb – blocks human UBC13 polyubiquitin chain formation | P61088 | inhibition, % at 20 µM | actives 0.47% (n = 330,000) | TR-FRET; in the data active = inhibition above about 45%, passing the limit was not always enough
Target sequence (P61088 whole entry, looked up): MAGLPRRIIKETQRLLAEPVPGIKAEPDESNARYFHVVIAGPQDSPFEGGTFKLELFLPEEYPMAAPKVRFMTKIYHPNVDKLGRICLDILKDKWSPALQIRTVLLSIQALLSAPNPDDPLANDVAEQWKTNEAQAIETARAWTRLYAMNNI
ATG4B inhibitor – blocks human ATG4B protease cleavage of LC3 substrate; Q9Y4P1; ATG4B cleavage of LC3-PLA2, NBD-HPC fluorescence, 1 h; inhibition, % at 8.33 µM; actives 0.51% (n = 340,000); in the data active = inhibition above about 40%
CXCR6 block – blocks human CXCR6 beta-arrestin recruitment. actives 0.36% (n = 360,000). O00574. CHO-K1 PathHunter CXCR6 beta-arrestin, luminescence. inhibition, % at 20 µM; in the data active = inhibition above about 34%, passing the limit was not always enough;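 note: antagonist mode with CXCL16 agonist at 10 nM final; 0% = 10 nM CXCL16 with DMSO and 100% = unstimulated wells without agonist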
Target sequence (O00574 whole entry, looked up): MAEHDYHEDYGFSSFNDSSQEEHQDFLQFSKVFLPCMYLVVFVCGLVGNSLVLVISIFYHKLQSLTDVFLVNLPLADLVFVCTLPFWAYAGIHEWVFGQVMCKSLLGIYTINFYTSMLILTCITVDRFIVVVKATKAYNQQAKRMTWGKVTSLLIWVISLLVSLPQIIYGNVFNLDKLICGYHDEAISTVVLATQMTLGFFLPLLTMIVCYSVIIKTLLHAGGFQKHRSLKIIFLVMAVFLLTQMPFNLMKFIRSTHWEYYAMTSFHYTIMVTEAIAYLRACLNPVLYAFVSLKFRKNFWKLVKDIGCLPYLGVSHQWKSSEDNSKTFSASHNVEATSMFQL
Gli-Sufu antag – antagonists of Gli-Sufu signaling; Sufu-KO-LIGHT fibroblasts, Gli luciferase reporter luminescence; inhibition, % at 5 µM; actives 0.74% (n = 340,000); AID 588413;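 active = inhibition above about 55%, limit read from the data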;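 note: 0% = DMSO-treated cells and 100% = wells with medium but no cells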
Starred values were filed as active, the others as inactive; / = no result given.

The line under a structure holds: EBI2 block, CCR6 antag, APJ antagonist, APJ agonist, UBC13 polyUb, ATG4B inhibitor, CXCR6 block, Gli-Sufu antag
COCCn1c(=N)c(S(=O)(=O)c2ccc(F)cc2)cc2c(=O)n3cccc(C)c3nc21
 : 6.1, 9.6, 24.0, -5.7, 3.4, -5.6, -1.2, 30.1
COc1ccc(C(=O)Nc2cccc3cccnc23)cc1OC
 : 3.3, 15.4, 2.1, 5.3, 6.9, -36.4, -2.7, -8.2
CC(C)C(=O)N1CCC2(CC1)Oc1ccc(Cl)cc1C(=O)C21CC(c2ccc(Cl)cc2)=NO1 (centres undefined)
 : 18.6, 22.9, 14.4, 3.2, -5.7, -1.2, 11.6, 21.0
COc1ccccc1/C=C1\SC(=S)N(CCC(=O)NNC(=O)c2ccccc2O)C1=O
 : -3.1, 16.1, 11.6, -3.1, -15.7, -0.8, 7.6, -3.1
CC(C)(C)c1ccc(OCC(O)CSc2ncn[nH]2)cc1 (centres undefined)
 : 0.7, 3.3, 11.7, -1.4, 3.8, -1.5, -15.1, -39.5
C=C(C)c1cccc(C(C)(C)NC(=O)NC2CCCC2)c1
 : -2.0, 6.1, 3.9, 0.6, 0.3, -5.0, 5.6, 7.8
Cc1ccc(N(CC(O)CON=C2c3ccccc3-c3ccccc32)S(C)(=O)=O)cc1 (centres undefined)
 : 8.8, -9.7, -1.6, -3.5, 8.2, -23.2, -3.7, 43.7
COc1cccc(NC(=O)CN(C)C(=O)c2cc(S(=O)(=O)NCc3ccccc3)ccc2C)c1
 : -1.4, 0.8, -9.7, 1.7, 2.0, -2.6, 2.4, -0.8
Nc1ncncc1-c1ccccc1Cl
 : 1.8, 2.0, /, /, /, 16.0, 3.4, 3.0
CCOc1ccc(N2CC(C(=O)NC3=NCCS3)CC2=O)cc1 (centres undefined)
 : 4.5, -4.7, 4.4, -3.1, 5.9, -3.3, 5.2, -1.2
CCc1nc2cccnc2n1-c1ccc(CC(=O)NCCOC)cc1
 : -3.3, 12.6, 15.3, 1.6, 5.3, 1.0, 0.6, 4.5
COC(=O)[C@@H](Cc1ccccc1)NC(=O)NCCc1ccccc1
 : -6.2, 1.5, 11.7, -2.3, 6.5, 11.9, 0.9, -5.4
COc1ccc(CNS(=O)(=O)c2ccc3c(c2)N(C(C)=O)CC(C)S3)cc1 (centres undefined)
 : -0.9, 9.9, 11.2, 0.2, -0.3, -6.4, -12.7, -7.3
Cn1c(CNC(=O)CNC(=O)c2ccc(F)cc2)cc(=O)n(C)c1=O
 : -0.6, -4.7, -41.9, 3.0, 3.3, -8.9, -1.5, 1.7
CN1CCN(/N=C/c2ccc(Cl)c(Cl)c2)CC1
 : -1.5, -17.1, -5.4, 0.8, -11.9, 6.2, -4.5, -29.9
CC(C)(C)n1nc2c(c1NC(=O)c1ccc(S(=O)(=O)N3CCCC3)cc1)CSC2
 : -4.9, 2.1, 13.6, -4.2, -3.5, -6.5, 2.0, 6.5
COc1ccc2c(c1OC)c(=O)n1c3ccc(OC(C)C(=O)NCCN4CCOCC4)cc3c3ccnc2c31 (centres undefined)
 : -5.2, -5.5, -25.0, 2.0, 3.5, -26.3, -2.9, -0.7
COCCCNC(=O)CCc1nc(-c2ccccc2Cl)no1
 : -23.5, -0.5, 3.0, -3.0, 8.6, -7.9, -1.5, -0.7
CC(C)NS(=O)(=O)c1ccc(CCC(=O)N2CCC(C(N)=O)CC2)cc1
 : 1.3, 12.0, -6.5, -5.4, 0.4, -2.3, -6.5, 1.8
CCCCC(=O)Nc1ccc(NC(=O)c2ccc([N+](=O)[O-])cc2)cc1OC
 : 4.6, -15.8, -7.3, -1.8, 4.1, -10.6, -6.5, -2.4
O=C(NC1CCCc2ccccc21)C12CC3CC(CC(O)(C3)C1)C2 (centres undefined)
 : -6.3, 12.9, 7.8, -0.3, -15.7, 4.2, -1.7, 0.2
O=c1cc(N2CCN(c3ccc(F)cc3)CC2)[nH]c(=O)n1Cc1ccc(F)cc1
 : -1.8, 7.9, -2.5, 5.8, -0.4, -0.1, 3.8, 9.9
CN(/C=C/c1c([N+](=O)[O-])c(=O)n(C)c(=O)n1C)c1ccccc1
 : -5.1, -8.2, 0.1, -1.3, -47.5, -0.8, 0.1, -13.9
COC(=O)C(C)NC(=O)C1CCCN1S(=O)(=O)c1cc(C)c(Cl)cc1C (centres undefined)
 : -8.2, -10.7, 4.9, -1.4, 8.0, -9.2, -3.9, -21.5
CCOC(=O)c1ccccc1NC(=O)c1ccc(NS(C)(=O)=O)cc1
 : 6.7, 14.6, 3.5, -4.6, 2.2, -12.9, -5.3, -5.6
O=S(=O)(Nc1ncccn1)c1ccc(Cl)cc1
 : -8.4, 12.8, -20.7, -2.0, -5.5, -10.9, 5.1, 2.2
O=C(OCc1nnc(-c2ccccc2)o1)c1cc(S(=O)(=O)N2CCOCC2)ccc1F
 : 4.8, -41.4, -35.3, 11.6, 1.2, 1.0, -12.7, -15.7
O=C(ON=C1CCSCC1)c1ccccc1
 : 6.4, 12.5, 15.3, -0.9, 5.1, -6.3, 3.6, -2.1
COCc1cc(=O)[nH]c(/N=C(\N)Nc2cccc(Cl)c2)n1
 : 4.4, -5.0, -17.4, 0.9, 3.2, -7.0, -3.9, 0.6
O=S(=O)(Nc1cccc(-c2ccc3nncn3n2)c1)c1cccc(F)c1
 : -3.7, 10.1, 11.5, 1.4, 1.3, -0.2, 6.6, 0.4
O=C(CN1C(=O)C(=O)N(C2CCCC2)C1=O)Nc1ccccc1OC(F)F
 : -5.2, 12.5, 0.1, -1.9, 0.1, -3.7, 1.0, -1.4
NCCCC[C@@H](C(=O)NCCCCCCCCCCC(=O)N1CCNCC1)n1cc(CCO)nn1
 : -9.7, 1.4, 14.2, -4.7, 3.6, -1.1, 0.9, -5.0
CN(CC(=O)Nc1ccc(OC(F)(F)F)cc1)C(=O)Cn1c(=O)cnc2ccccc21
 : 0.0, 5.4, -0.7, -1.2, 0.5, 4.2, 3.6, -2.9
COc1ccc(C(=O)NCc2ccncc2)cc1S(=O)(=O)NCc1ccc(Cl)cc1
 : -16.6, 3.5, 14.0, -3.2, 11.3, 1.2, 3.3, -7.0
COC(=O)COc1ccc(S(=O)(=O)N2CCc3ccccc3C2)cc1
 : -1.6, -9.6, 8.4, -3.3, 4.9, -21.9, -2.3, -3.9
O=C(Oc1ccc2ccccc2c1)c1ccco1
 : -2.3, 2.3, 9.4, 3.4, -1.4, 1.4, 4.6, 7.3
Cc1cccc(-c2nsc(SCC(=O)NCc3ccco3)n2)c1
 : 6.5, 1.2, 16.8, -1.1, 10.6, -12.0, -0.4, -19.8
COc1cc(C(=O)c2ccccc2)c(OC)cc1C(=O)Nc1ccc(O)cc1
 : 9.2, 12.6, -11.0, 0.4, -8.7, -25.3, 1.5, 1.8
COc1ccc2c(C)c(C(=O)O)oc2c1
 : -8.3, 3.8, -16.7, 2.4, -3.1, 1.7, -9.6, 10.8
CC(=O)N1CCCN(Cc2cn(-c3ccc(C)cc3)nc2-c2ccc(F)cc2)CC1
 : 2.1, 12.5, 7.6, -0.7, 9.8, 0.7, 6.9, -1.3
CC(C)(C)c1cc[n+](CC(=O)Nc2cc(C(F)(F)F)ccc2N2CCOCC2)cc1
 : -7.9, -13.7, 7.6, 0.4, 4.0, -3.3, -1.1, -2.5
O=C(O)CCCCn1c(SCC(=O)Nc2ccccc2C(F)(F)F)nc2ccsc2c1=O
 : 0.8, -3.8, -10.6, -1.4, 6.1, -1.5, 0.8, -4.8
Cc1cccc(C)c1NC(=S)NC(C)(C)CO
 : 2.2, -2.7, 6.0, 4.2, -9.4, 10.5, -0.9, /
CC(Oc1ccccc1)c1nnc(SCC(=O)NC2CC2)n1C (centres undefined)
 : -7.7, 6.6, 2.8, -2.6, -3.8, -7.9, 3.3, 4.1
COc1ccc(NC(=O)C(CC(=O)O)Cc2ccc(Cl)cc2)cc1 (centres undefined)
 : -1.6, 4.2, 8.4, -2.9, -12.6, 0.8, -13.6, 0.1
CCOCCOc1cccc(C(=O)NC(c2ccccc2)c2ccccc2)c1
 : 18.1, 15.7, 3.3, -5.0, 7.9, 11.6, 14.4, -19.9
COC(=O)c1ccc(NC(=O)NCCCl)cc1
 : -0.8, -4.8, -11.2, -1.4, 2.6, 7.5, 2.8, 23.0
CC1CCCc2sc3nc(N4CCN(CCO)CC4)n4ncnc4c3c21 (centres undefined)
 : 41.6, -0.2, 1.4, 2.8, -11.1, -10.9, -17.4, -4.2
Cc1ccc2oc(C(=O)N(CCO)Cc3ccccc3)c(C)c2c1
 : 2.7, 1.7, -1.5, -2.4, 1.1, -1.3, 5.6, 3.7
COc1ccc(CCNC(=O)CCNC(=O)c2ccco2)cc1
 : -1.1, 13.3, 8.7, -1.1, -4.1, -15.1, 1.8, 71.7*
Cc1ccc(S(=O)(=O)N(C)CC(=O)NC2CCCC2)cc1
 : 5.4, 9.9, -3.7, 6.3, -13.7, -4.6, -4.9, -5.9
O=C(O)c1ccc(-n2ncc3c2/C(=C/c2cccc([N+](=O)[O-])c2)CC3)cc1
 : 12.4, 18.2, 2.2, -2.6, 13.4, 8.2, 14.5, -45.6
CCCNC(=O)c1ccc(C)c(NC(=O)C2=C(C)OCCS2)c1
 : -5.4, 4.6, -3.0, 1.8, -0.5, -4.3, -2.1, 5.7
CCCCCn1nc(C(=O)OCc2nnc(-c3ccccc3)o2)c2ccccc2c1=O
 : -5.9, 12.1, 20.3, -1.5, -3.7, 4.5, -11.7, -6.3
O=C(CCC(=O)Nc1nnc(C2CCCCC2)s1)NCc1ccccc1
 : -3.0, -14.1, 12.3, -4.4, 3.3, -6.5, 9.0, -8.8
O=c1c(-c2n[nH]c(=S)n2-c2ccccc2)cccn1Cc1cccc(Cl)c1
 : 7.5, 6.0, -0.6, -2.0, -3.9, -0.4, 7.1, -5.9
CC(C)Oc1ccc(C(=O)NCc2cccnc2)cc1
 : -8.0, 2.0, -5.0, -2.6, -3.8, -7.0, -2.4, -0.1
Cc1ccc(-c2nc(-c3nccc4ccccc34)oc2-c2ccccc2)cc1
 : 13.2, 11.8, 4.4, -6.7, 27.2, -3.1, 3.4, -67.1
O=C(CN1CCN(C(=O)c2ccco2)CC1)N1CCc2[nH]c3ccccc3c2C1
 : /, -7.9, 4.1, 4.4, 0.5, -2.5, /, 1.3
CCN(CC(=O)Nc1ccc2c(c1)OCCO2)Cc1cc(=O)oc2cc(C)c(C)cc12
 : 13.1, -4.4, 2.2, -0.6, 10.5, -0.1, -1.4, 0.1

Shown tab-delimited: entries from further up
SMILES	EBI2 block	CCR6 antag	APJ antagonist	APJ agonist	UBC13 polyUb	ATG4B inhibitor	CXCR6 block	Gli-Sufu antag
COC(=O)c1ccc(NC(=O)NCCCl)cc1	-0.8	-4.8	-11.2	-1.4	2.6	7.5	2.8	23.0
CC1CCCc2sc3nc(N4CCN(CCO)CC4)n4ncnc4c3c21 (centres undefined)	41.6	-0.2	1.4	2.8	-11.1	-10.9	-17.4	-4.2

Screens deposited in PubChem by Sanford-Burnham Center for Chemical Genomics.
